M1 ag: human M1 muscarinic receptor agonists, primary screen, Fluo-8 calcium fluorescence, CHO-K1 cells, HTS; CHO-K1 hM1, agonist mode; 0% DMSO, 100% acetylcholine EC100; Muscarinic acetylcholine receptor M1 (Homo sapiens), P11229; activation, % at 3 µM; 0.33% of 360,000 active;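 active means activation above the run's mean compound activation plus 3 SD, cut at about 16% in these data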;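 further: peak over basal fluorescence ratio within a 140 s kinetic read after compound addition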
OXTR potentiate: human OXTR potentiators, primary screen, fluorescence, CHO-OTR cells, Fluo-8 calcium; Oxytocin receptor (Homo sapiens), P30559; Fluo-8 calcium fluorescence, potentiator mode; 0% = oxytocin EC15, 100% = EC100; activation, % at 3 µM; 0.061% of 320,000 active; AID 2445, 2010;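 active means activation above that plate's cutoff, the mean activation of tested compounds plus 3 SD, cut at about 6.6% in these data, passing the limit was not always enough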;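 further: 100% uses oxytocin at 75 nM as the full agonist control; some results filed as inactive read as strong as hits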
Target sequence (P30559 whole entry, looked up): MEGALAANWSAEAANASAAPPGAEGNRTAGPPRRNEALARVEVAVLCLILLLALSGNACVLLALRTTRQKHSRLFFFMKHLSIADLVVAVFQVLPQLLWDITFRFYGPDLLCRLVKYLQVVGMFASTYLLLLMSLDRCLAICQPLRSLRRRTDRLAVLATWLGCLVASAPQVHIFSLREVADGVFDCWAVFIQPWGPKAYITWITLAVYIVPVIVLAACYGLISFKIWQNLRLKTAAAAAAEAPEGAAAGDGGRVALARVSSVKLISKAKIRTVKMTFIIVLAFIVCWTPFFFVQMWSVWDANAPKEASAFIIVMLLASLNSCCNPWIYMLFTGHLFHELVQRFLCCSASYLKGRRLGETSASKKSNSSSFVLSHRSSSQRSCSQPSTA
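Assay system: CHO cell line stably expressing human OTR | Also added: Oxytocin at about EC15, sub-maximal agonist stimulus | Times: Compound 6 min at room temperature before oxytocin, 100 s read | Measured by: Fluo-8 intracellular calcium fluorescence, ex 470-495, em 515-575 nm | Controls: EC15 oxytocin alone as 0%, 75 nM oxytocin as 100%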
CHRM1 antagonist: human M1 muscarinic receptor antagonists, primary screen, CHO-K1 cells, Fluo-8 calcium fluorescence, 1536-well; Muscarinic acetylcholine receptor M1 (Homo sapiens), P11229; CHO-K1 hM1, ACh EC80 antagonist; 1.3% of 360,000 active; inhibition, % at 3 µM;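 active means percent inhibition above its own plate's cutoff, namely the mean of that plate's compound wells plus 3 SD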;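 further: peak over basal fluorescence ratio during 140 s after agonist addition; 0% = ACh EC80 plus DMSO and 100% = DMSO alone without agonist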
CHO-K1 Ca ag: counter-screen for M1 agonists: effect in parental CHO-K1 cells. Fluo-8 calcium fluorescence; scaled to maximal ATP response, vehicle zero. activation, % at 3 µM. 0.48% of 360,000 active. AID 602248, 2012; in the data active means activation above about 15%;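 further: untransfected CHO-K1 host cells lacking M1 receptor as counterscreen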
CHRM4 agonist: human M4 muscarinic receptor agonists, primary screen, CHO-K1 cells, Fluo-8 calcium fluorescence; Muscarinic acetylcholine receptor M4 (Homo sapiens), P08173; CHO-K1 hM4/Gqi5; vehicle 0%, full acetylcholine response 100%; activation, % at 3 µM; 0.14% of 360,000 active; AID 624127, 2012;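 active means activation above the run mean over all test wells plus 3 SD, cut at about 32% in these data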;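 further: peak over basal fluorescence ratio per well then scaled between controls; 0% = DMSO wells and 100% = acetylcholine at EC100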
Target sequence (P08173 whole entry, looked up): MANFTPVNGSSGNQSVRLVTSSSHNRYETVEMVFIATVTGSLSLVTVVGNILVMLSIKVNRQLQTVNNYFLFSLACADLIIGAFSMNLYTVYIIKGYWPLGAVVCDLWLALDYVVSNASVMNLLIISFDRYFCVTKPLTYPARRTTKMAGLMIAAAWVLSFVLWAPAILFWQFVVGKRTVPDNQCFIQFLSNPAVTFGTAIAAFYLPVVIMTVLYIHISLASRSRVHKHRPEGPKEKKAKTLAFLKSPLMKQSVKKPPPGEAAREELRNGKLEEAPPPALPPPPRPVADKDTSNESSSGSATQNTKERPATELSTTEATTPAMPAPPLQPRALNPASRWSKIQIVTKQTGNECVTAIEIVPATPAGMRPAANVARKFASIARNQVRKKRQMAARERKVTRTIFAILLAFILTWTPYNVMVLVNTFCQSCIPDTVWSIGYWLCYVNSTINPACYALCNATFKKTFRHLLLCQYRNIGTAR
CHRM1 PAM: human M1 muscarinic receptor positive allosteric modulators, primary screen, CHO-K1 cells, Fluo-8 calcium fluorescence, 1536-well | CHO-K1 hM1, ACh EC20; 0% = ACh EC20, 100% = maximal ACh | activation, % at 3 µM | 0.088% of 360,000 active | AID 588819, 2011; in the data active means activation above about 19%, passing the limit was not always enough
CHO parental Ca: ATP-evoked calcium signal inhibitors, parental CHO, primary screen, counter-screen for OX1R antagonist project, cell-based, fluorescence, Fluo-8 calcium dye. parental CHO-K1, ATP-induced calcium, Fluo-8 fluorescence. inhibition, % at 5.6 µM. 0.63% of 330,000 active. AID 463079, 2010;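 active means inhibition above that plate's mean sample inhibition plus 3 SD, cut at about 26% in these data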;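 further: 0% = ATP-challenged DMSO wells and 100% = DMSO wells without ATP; some compounds past the cut are filed as inactive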
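Assay system: parental CHO cells; Read-out basis: percent inhibition of ATP-evoked calcium rise, normalized to controls; Benchmarks: ATP and no-ATP DMSO wells; Compound dosing: single nominal dose of 5.6 µM per compound; Signal: Fluo-8 calcium dye fluorescence; Also added: ATP as calcium-mobilizing challenge; Repeats: singlicate.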
CHRM4 antagonist: human M4 muscarinic receptor antagonists, primary screen, CHO cells, Fluo-8 calcium fluorescence; inhibition, % at 3 µM; 0.73% of 360,000 active; Muscarinic acetylcholine receptor M4 (Homo sapiens), P08173; CHO-hM4 cells, ACh EC80;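 active means inhibition above its plate's cutoff, the mean inhibition of sample wells plus 3 SD, cut at about 27% in these data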;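 further: 0% = acetylcholine EC80 with DMSO and 100% = DMSO without agonist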
CHO-K1 Ca antag: nonselective inhibitor or artifact in parental CHO-K1 cells; 0.6% of 360,000 active; inhibition, % at 3 µM; ATP-induced calcium, Fluo-8 fluorescence;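 active means inhibition above a per-plate cutoff, the plate's mean sample inhibition plus 3 SD, cut at about 24% in these data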;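 further: 0% = DMSO plus EC80 ATP and 100% = DMSO alone without ATP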
Numbers without * were called inactive; . = not tested or not shown. Outcome played no part in choosing rows (roughly 2.9% active in at least one column).

#	smiles	M1 ag	OXTR potentiate	CHRM1 antagonist	CHO-K1 Ca ag	CHRM4 agonist	CHRM1 PAM	CHO parental Ca	CHRM4 antagonist	CHO-K1 Ca antag
1	CC(=O)c1cc(NC(=O)c2ccccc2)c(=O)oc1C	-7	-7	7	4.6	12	-3	-24	11	-4
2	Cc1cc(C)c(Cn2cnc(-c3ccc([N+](=O)[O-])cc3)c2)c(C)c1	-9	-5	0	0.7	2	-9	-13	-4	-24
3	CCOc1ccc(C(=O)Cn2cnnc2C#N)cc1	-4	0	-13	-0.6	0	16	-5	2	-13
4	CCCN(CC(=O)Nc1ccccc1OC)CC(=O)c1c(N)n(Cc2ccccc2)c(=O)n(C)c1=O	-3	.	1	0.0	0	4	.	5	-7
5	COc1ccc(CNC(=O)CCSCc2ccccc2Cl)c(OC)c1	-4	-4	0	0.0	2	3	-18	-5	14
6	CCOC(=O)CSc1nc2c(cnn2-c2ccc(F)cc2)c(=O)[nH]1	5	-5	-16	1.0	1	13	-4	-9	-20
7	COc1ccc(CNC(=O)C2CCN(S(=O)(=O)N3CCC4(CC3)OCCO4)CC2)c(OC)c1	-8	-3	-9	0.9	0	3	-8	-2	-11
8	O=C(O)c1cn(Cc2ccccc2)c2ccccc2c1=O	82*	-5	62*	0.6	0	-11	-3	-2	-5
9	CCOc1cc(/C=N\O)cc(Cl)c1OCC	-4	-18	16	-0.6	-2	-3	-5	3	3
10	CCc1nnc(NS(=O)(=O)c2ccc(N=Cc3c(C)[nH]n(-c4ccc(Cl)cc4)c3=O)cc2)s1	-7	-3	3	7.2	2	1	-4	6	0
11	Cc1ccc(S(=O)(=O)/N=C(/c2ccc(F)cc2)N2CCCCC2)cc1	1	-6	-14	1.0	0	13	-1	9	-12
12	COc1ccc(C(=O)COC(=O)c2ccc3c(c2)OCO3)c(OC)c1	-5	-3	-2	0.4	2	5	-15	-8	-23
13	CC1CCN(C(=O)Cn2cc(S(=O)(=O)CC(=O)N3CCOCC3)c3ccccc32)CC1	-3	3	-6	1.3	0	3	-15	7	-7
14	CCC(C(=O)NCC1CCCO1)N(C(=O)CNS(=O)(=O)c1ccccc1)c1ccc(F)cc1 (stereo not given)	-5	-5	-1	1.7	1	3	5	9	-9
15	COc1ccc(-c2nc3ccc(C)cn3c2Cc2ccsc2)cc1OC	-5	.	-22	1.2	3	3	.	-2	-16
16	COC(=O)C(C(=O)OC)=C(/C=C/N(C)C)N(C)C	-5	-3	0	0.7	0	4	-2	-2	-7
17	CS(=O)(=O)N(CC(=O)NC1CC1)c1cccc(F)c1	-3	-13	-8	0.6	0	-2	4	2	-2
18	NC(N)=N/N=C/c1cccc([N+](=O)[O-])c1O	-7	0	-3	0.3	1	9	6	-5	-8
19	Nc1ccccc1N1CCN(C(=O)c2ccccc2)CC1	-4	-8	-5	0.7	2	9	-3	-5	-16
20	O=S(=O)(c1ccccc1Cl)N1CCC(O)(c2ccc3c(c2)OCO3)CC1	-3	-10	-6	11	12	-6	-1	4	-21
21	CCC1C(=O)NCCN1C(=O)CCc1nnc(CCc2ccc(OC)cc2)o1 (stereo not given)	0	3	-8	9.9	1	8	-3	1	9
22	CCn1cc(C(=O)O)c(=O)c2cnc(N3CCN(C(=S)Nc4ccccc4Cl)CC3)nc21	-2	-8	-15	-0.3	1	8	-8	-4	-15
23	Cn1c(Cc2cccs2)nnc1SCc1nc2ccccc2[nH]1	-5	-4	1	0.1	2	9	-17	-8	-10
24	CCOc1cc(/C=C/C(=O)OCC(=O)NCCN2C(=O)CSC2=O)ccc1OCC(C)C	-3	-7	0	3.7	5	3	-16	5	-15
25	Cn1c(=O)oc2cc(S(=O)(=O)CCC(=O)N3CCN(c4ccccc4)CC3)ccc21	-3	-1	-9	0.7	0	6	-6	-6	-12
26	OC1CN=C2Sc3ccccc3N2C1 (stereo not given)	-4	-8	-21	0.2	1	7	2	-9	-13
27	O=C1OCCC1Sc1nnc(-c2cccnc2)n1-c1ccccc1F (stereo not given)	-3	-5	-4	0.3	1	1	-6	-6	-2
28	Cc1ccc(CN2C(=O)[C@H]3Cc4c([nH]c5ccccc45)C(C)(C)N3C2=O)cc1	-1	-7	0	2.0	11	8	-17	0	-17
29	Cc1cc(C)cc(OCc2ccc(C(=O)NC3CCOC3=O)o2)c1 (stereo not given)	-2	-9	-3	0.7	1	5	-6	-1	9
30	O=C1CN(C(=O)COc2ccccc2)c2ccccc2N1	-2	-4	-15	0.7	1	6	10	3	-8
31	CC(C)C1Nc2ccc(S(=O)(=O)N3CCOCC3)cc2NC1=O (stereo not given)	-4	2	5	-0.2	1	-5	-8	8	-3
32	CC(C)(C)OC(=O)N1CCC(c2c(C(=O)N3CCN(C(=O)c4ccco4)CC3)cnn2-c2ccc(F)cc2F)CC1	-13	-4	-1	1.8	3	-6	-9	-4	-15
33	CN(C)c1cc[n+](CC(=O)Nc2ccc([N+](=O)[O-])cc2Cl)cc1	-6	-7	12	-0.2	0	-6	-5	3	0
34	COc1ccc(/C(C#N)=C/c2cccnc2)cc1	-7	.	-6	2.0	1	3	.	8	-15
35	COc1ccc(-c2csc(NC(=O)C3CCN(c4ncnc5sc(C)c(C)c45)CC3)n2)cc1OC	-3	-8	46*	1.7	8	-12	75*	18	21
36	COc1ccccc1CNc1nc2nc(C)cc(=O)n2[nH]1	-1	-11	-33	-0.2	0	2	8	3	11
37	Brc1ccccc1Cn1cnc2ccccc21	-1	-12	0	4.7	6	-1	-14	-6	-7
38	Cc1cc(-c2ccccc2)c2c(=O)n(-c3ccccc3)[nH]c2n1	2	0	-21	0.9	0	15	-15	-4	0
39	COc1ccc(C(=O)N2CCN(c3ccc(F)cc3)CC2)cc1S(=O)(=O)NC1CC1	-4	-2	11	-0.1	1	-5	-10	4	0
40	Cc1nc(-c2ccc(F)cc2)c(CC(=O)NCC(=O)Nc2ccc(F)c(F)c2)s1	0	-8	1	0.1	0	4	-30	7	-2
41	O=C(NCCNc1ccc([N+](=O)[O-])cc1C(F)(F)F)c1ccc(F)cc1	-8	-7	13	2.2	5	-13	10	4	-7
42	Cc1nnc(SCC(=O)NCc2cccs2)n1-c1ccccc1	-1	-4	2	0.6	0	1	-1	-2	-4
43	CC1(C)O[C@@H]2[C@H](O1)[C@@H](CO)O[C@H]2n1ccc(=O)[nH]c1=O	-3	-3	-16	0.0	0	5	-4	-2	-2
44	CC(=O)c1ccc(OCCCC(=O)Nc2cc(S(=O)(=O)N(C)C)ccc2C)cc1	0	9	-1	1.3	1	1	-8	5	-1
45	O=C(CCc1nc2ccccc2c(=O)[nH]1)Nc1ccccc1N1CCCC1	-2	-1	-12	0.1	2	4	-18	-4	5
46	O=C1NC(=O)C2(CCCC2C(=O)O)N1 (stereo not given)	2	.	-9	1.3	1	4	.	-8	-19
47	CN(CC(=O)Nc1cccc(F)c1)C(=O)Cn1c(=O)oc2ccccc21	-5	1	5	0.6	2	2	-1	-1	0
48	CCCCCCNC(=O)c1c(O)c2ccccc2[nH]c1=O	-2	-16	16	0.4	1	3	4	-22	-7
49	COc1ccc2oc(C(=O)OCC(=O)NCCN3C(=O)CSC3=O)c(C)c2c1	-5	-2	-13	1.8	4	9	-6	18	-11

Compounds shown so far with fluorine (10):
#	smiles	M1 ag	OXTR potentiate	CHRM1 antagonist	CHO-K1 Ca ag	CHRM4 agonist	CHRM1 PAM	CHO parental Ca	CHRM4 antagonist	CHO-K1 Ca antag
6	CCOC(=O)CSc1nc2c(cnn2-c2ccc(F)cc2)c(=O)[nH]1	5	-5	-16	1.0	1	13	-4	-9	-20
11	Cc1ccc(S(=O)(=O)/N=C(/c2ccc(F)cc2)N2CCCCC2)cc1	1	-6	-14	1.0	0	13	-1	9	-12
14	CCC(C(=O)NCC1CCCO1)N(C(=O)CNS(=O)(=O)c1ccccc1)c1ccc(F)cc1 (stereo not given)	-5	-5	-1	1.7	1	3	5	9	-9
17	CS(=O)(=O)N(CC(=O)NC1CC1)c1cccc(F)c1	-3	-13	-8	0.6	0	-2	4	2	-2
27	O=C1OCCC1Sc1nnc(-c2cccnc2)n1-c1ccccc1F (stereo not given)	-3	-5	-4	0.3	1	1	-6	-6	-2
32	CC(C)(C)OC(=O)N1CCC(c2c(C(=O)N3CCN(C(=O)c4ccco4)CC3)cnn2-c2ccc(F)cc2F)CC1	-13	-4	-1	1.8	3	-6	-9	-4	-15
39	COc1ccc(C(=O)N2CCN(c3ccc(F)cc3)CC2)cc1S(=O)(=O)NC1CC1	-4	-2	11	-0.1	1	-5	-10	4	0
40	Cc1nc(-c2ccc(F)cc2)c(CC(=O)NCC(=O)Nc2ccc(F)c(F)c2)s1	0	-8	1	0.1	0	4	-30	7	-2
41	O=C(NCCNc1ccc([N+](=O)[O-])cc1C(F)(F)F)c1ccc(F)cc1	-8	-7	13	2.2	5	-13	10	4	-7
47	CN(CC(=O)Nc1cccc(F)c1)C(=O)Cn1c(=O)oc2ccccc21	-5	1	5	0.6	2	2	-1	-1	0
